Screens from PubChem.
Pf Dd2 inh = Plasmodium falciparum Dd2 growth inhibition | P. falciparum Dd2 growth, SYBR Green, 72 h | Potency, µM (highest dose often 28.9 µM), without a hit: top-dose activity, negative = inhibition, usual class: inhibitors | 4.3% of 120,000 active | AID 1347417; active = well fitted inhibition curve with a large enough effect; inconclusive = small, poorly fitted or top-dose-only effect; inactive = no such curve, though single readings can be large or run the other way;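 note: plate controls were DMSO vehicle for no effect and reference drug for full effect; nearly all actives have a fitted effect of over 65% in size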
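Readout: SYBR Green fluorescence, 485 nm excitation, 535 nm emission, after ~16 h lysis at 37C. Before that, Dd2-infected red cells (2.5% hematocrit) grew 72 h with compound, 29 uM top final concentration.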
Active calls of the source: *; i = inactive; ? = inconclusive; [ ] = dose if it differs, or a comment. Potency is the fitted concentration of half-maximal effect.

SMILES	Pf Dd2 inh
O=C1c2cccn2CC(CNS(=O)(=O)c2ccc(F)cc2)N1Cc1ccccc1 (stereo not drawn)	?
CCCSc1oc(-c2cccs2)nc1S(=O)(=O)c1ccc(Cl)cc1	-10%
CCN(CC)C(=O)[C@@H]1CCCN1[C@H](Cc1ccccc1)C(=O)NC	?
COc1cc(NC(=O)CSc2nnc(C)n3c2cc2oc(C)cc23)cc(OC)c1	-11%
O=C(NCc1cc(F)ccc1F)C1CCN(C(=O)c2ncn3c2COC(c2ccc(F)cc2)C3)CC1 (stereo not drawn)	-27%
COc1ccc(NC(=O)c2c(C)oc3ccn(Cc4cccc(F)c4)c(=O)c23)cc1F	-17%
O=C(Cn1nnc2sc3c(c2c1=O)CCCC3)Nc1ccc(F)c(Cl)c1	0%
CC1CCN(C(=O)C[C@@H]2c3nc(NC(=O)c4cccc(F)c4)sc3C[C@@H]3[C@](C)(CO)[C@H](O)CC[C@]32C)CC1	?
CCN1CC(c2ccccc2)CC2(CCN(C(=O)Nc3ccccc3)CC2)C1 (stereo not drawn)	?
COc1cc(NC(=O)c2cccc(Cl)c2Cl)ccc1NC(=O)c1cc2ccccc2o1	?

Continued; the last 2 above are carried over.
SMILES	Pf Dd2 inh
CCN1CC(c2ccccc2)CC2(CCN(C(=O)Nc3ccccc3)CC2)C1 (stereo not drawn)	?
COc1cc(NC(=O)c2cccc(Cl)c2Cl)ccc1NC(=O)c1cc2ccccc2o1	?
CN(CCc1ccccn1)C[C@H]1CN2CC[C@H]1C[C@@H]2CNS(=O)(=O)c1ccc(Cl)cc1	?
COc1ccc(CCN2CCC(CN(C)Cc3ccc(C#CCCO)cc3)CC2)cc1	?
CC(C)CNC(=O)c1ccnc(-c2nnc3ccc(N4CCN(C)CC4)nn23)c1	-2%[44.1 µM]
COc1ccc(-c2cc(C(F)(F)F)nc(S(=O)(=O)CCCC(=O)Nc3ccccc3C(F)(F)F)n2)cc1OC	?
NC(=O)[C@@H](Cc1ccccc1)NC(=O)[C@@]1(O)C[C@@H](O)[C@H](O)[C@@H](NC(=O)c2cccnc2)C1	6%
O=C1NCCOCCCN(S(=O)(=O)c2ccc3c(c2)OCCO3)[C@H]2CCC[C@@H]12	?
C=CCc1ccccc1OCc1nc2ccc(C)cc2[nH]1	i
O=C(Nc1ccccc1F)C(Cc1ccccc1)N1Cc2ccccc2C1=O (stereo not drawn)	i
Cc1ncc2c(n1)C[C@@H]1CC[C@H]2N1C(=O)c1cnccn1	22%
CCOc1ccc(NC(=O)CSc2nc(-c3cccc(Cl)c3)nc3c2Cc2c(CO)cnc(C)c2O3)cc1	7%
COc1ccc(CNC(=O)[C@@H]2CCC[C@@H](NC(=O)C3CCOCC3)CN(C)C(=O)C2)cc1	0%
COc1ccc(-n2ncc(C(=O)Nc3ccc4c(c3)OCO4)c2C2CCN(C(=O)OC(C)(C)C)CC2)cc1	6.3µM*
F[C@@H]1CN(Cc2nccs2)C[C@@H]1OCc1nc2ccccc2o1	i
COc1cc2[nH]c(=O)n(CCCC(=O)NCc3ccccc3Cl)c(=O)c2cc1OC	?
COc1cccc(CC(=O)N2CCCC3(C2)NC(=O)N(Cc2cccc(Cl)c2)C3=O)c1 (stereo not drawn)	41%[activator]
COc1ccccc1CCNC(=O)c1cccn1-c1nnc(N2CCCC2)s1	13%
Cc1ccccc1CNC(=O)c1ccc2c(c1)N(C)C1CCCN1C2=O (stereo not drawn)	-7%
COc1ncccc1CNC[C@H]1COCc2nc3cc(C(F)(F)F)ccc3n21	i
COCCCNC(=O)CCCN1C(=O)COc2ccc(C(=O)COc3cc(C)ccc3C)cc21	-9%
CCC(CC)C(=O)Nc1ccc(OCc2cc(=O)n3ccsc3n2)cc1	-2%
COc1ccc(NC(=O)C2=C(C)Nc3ncnn3C2c2cccn2C)cc1 (stereo not drawn)	40%[activator]
COCC1CN(C2CCC2)CC12CCN(C(=O)c1ccco1)CC2 (stereo not drawn)	-16%
Cc1cc(C)cc(NC(=O)CSc2nc3c([nH]c4ccccc43)c(=O)n2-c2ccc(F)cc2)c1	10µM*
Cc1ccc(CN2CC[C@H](c3nc4ccc(C)cc4[nH]3)C2)cc1	?
CCc1ccccc1NC(=O)N1CCC2(CC1)C(=O)N(CC(=O)NC(C)C)CN2c1ccccc1	0%
Cc1cc(C2CCC2)nc(N2C[C@@H](C)[C@@](C)(O)C2)n1	-6%
Cc1nc(-n2nc(C)c(CCC(C)C)c2C)sc1C(=O)Nc1cccc(Cl)c1C	15%
COCC(=O)n1nc(-c2ccco2)nc1NCc1ccccc1Cl	-13%
CCOC(=O)c1c(NC(=O)/C=C/c2ccc(OCC)c(OC)c2)sc2c1CCC2	35%[activator]
Cc1cccc(-c2ccc3c(c2)C(=O)N2CC[C@H](NC(=O)c4cccs4)C[C@H]2C(=O)N3)c1C	?
CN1C[C@@H](NC(=O)c2cccnc2)C[C@H]1c1nc(-c2ccncc2)no1	-28%[44.1 µM]
COCCn1cc2c3c(cccc31)CN(C(=O)CCCc1ccccc1)CC2	?
COc1ccc(CN2CCn3c(nn(-c4ccc(F)cc4F)c3=O)C2)cc1	-1%
O=C(NCC1CCN(c2cc(-c3ccccc3)[nH]n2)CC1)c1ccc[nH]c1=O	-28%
O=C1CN(C(=O)CCC(=O)N2CCC(CCOc3ccccc3F)C2)c2ccccc2N1 (stereo not drawn)	i
CCOc1ccc(S(=O)(=O)Nc2ccc(-c3ccc(OC)nn3)cc2)cc1	?
CC(C)(C)C1CCc2[nH]nc(C(=O)N3CCc4nn(CC#N)c(=O)n4CC3)c2C1 (stereo not drawn)	?
Cc1ccccc1CN1Cc2nc(-c3ccsc3)ccc2OCC1=O	-1%[44.1 µM]
CCC1=C(C(=O)OC)C(c2ccc(C)cc2C)N2C(CC(=O)N3CCCC3)=CSC2=N1 (stereo not drawn)	-1%
CC(=O)N1CCn2c(nnc2-c2ccccc2)C1	15%[44.1 µM]
CCCc1nnc(NC(=O)c2cc(=O)c3cc(C)c(C)cc3o2)s1	42%[activator]
COc1ccc(-c2cc(N3CCCN(C(=O)c4ccccc4OC)CC3)n[nH]2)cc1	?
COc1ccc(NC(=O)C(=O)NCc2ccco2)cc1	49%[activator]
N#Cc1cccc(NC(=O)CCn2ccn3nc4c(c3c2=O)CCCC4)c1	i
CC1CCN(S(=O)(=O)c2nnc(NC(=O)c3cccc(Br)c3)s2)CC1	-3%
Cn1c(=O)c2nc(SCC(=O)Nc3ccc(OC(F)(F)F)cc3)n(C)c2n(C)c1=O	i
CC(C)C(=O)N1CCC(Cc2ccc(C(N)=O)cc2)CC1	-3%
Cn1cnc(C(=O)N2CCC3(CC2)CC(N2CCN(c4ccccc4)CC2)CCO3)c1 (stereo not drawn)	22%
COc1ccccc1OC1(C(=O)O)CCN(C(=O)CCC2CC2)CC1	0%
OC[C@@H]1O[C@H](CN(Cc2cccc(Cl)c2)Cc2cccc(Cl)c2)C(N2CCOCC2)[C@@H]1O (stereo partly drawn)	i
Next part.
SMILES	Pf Dd2 inh
CCc1ccc(NC(=O)N2CCN(Cc3cc(=O)n4nc(-c5ccccc5OC)sc4n3)CC2)cc1	-22%
COc1ccc(-c2csc(-c3c(N)c(C(=O)c4ccccc4)n4ccccc34)n2)cc1	-10%
O=C(c1ccc2cc[nH]c2c1)N1CCC2(CC1)N=C(c1ccc(Cl)cc1)NO2	?
Cc1ccc(NC(=O)N2CCC(CCNC(=O)CCc3ccccc3)CC2)cc1F	?
COc1ccc(-n2c(=O)c3c(n2Cc2ccccc2)CN(C(C)=O)CC3)cc1	32%[activator][44.1 µM]
COc1ccc(C)cc1NC(=O)CN1CCCN(S(=O)(=O)c2ccc(Br)cc2)CC1	-2%
CC1CCN(S(=O)(=O)C2CCS(=O)(=O)C2)CC1 (stereo not drawn)	-7%
Cc1ccc(C(=O)N2CCCCCCNC(=O)[C@@H]3C[C@@H](c4nc(-c5cccnc5)no4)C[C@@H]32)s1	?
Cc1ccccc1NC(=O)CN1C(=O)C2(SCC(=O)N2c2ccc(F)cc2)c2ccccc21 (stereo not drawn)	?
COC[C@@]12CC[C@@H](N3CCOCC3)C[C@H]1CCN(c1nccc(NC(C)C)n1)C2	i
Cc1ccc(NC(=O)Cn2cc(S(=O)(=O)N3CCCC3)c(S(=O)(=O)N3CCCC3)c2)cc1F	-29%
CC(=O)NC1(C)CCN(Cc2ccc(Nc3ccccc3)cc2)C1 (stereo not drawn)	?
COc1ccc(NC(=O)CCS(=O)(=O)c2cc3c4c(c2)CCN4C(=O)CC3)cc1OC	40%[activator]
O=C(NC1(c2cc(F)ccc2F)CC1)[C@H]1CCC[C@H](O)C1	-8%
CCC[C@@H]1CN(c2nc(SC)ncc2C(=O)OCC)C[C@H]1N(C)C	13µM*
CCC(C)Cc1nccc(C2(c3ccccc3Cl)CCNCC2)n1 (stereo not drawn)	4.5µM*
CCCSc1ncc(Cl)c(C(=O)Nc2c(C(=O)Nc3ccc(OC)cc3)oc3ccccc23)n1	?
COc1ccc(CCNC(=O)c2cnc3sc(N4CCCCCC4)nn3c2=O)cc1OC	24%
Cc1cccc(Nc2nc(-c3ccccc3)c3cc(C)ccc3n2)c1	?
CCOc1ccc(NC(=O)c2sc(-n3nc(C)c(Cc4ccc(Cl)cc4)c3C)nc2C)cc1	6%

Next part, overlapping the part above by 2 compounds.
SMILES	Pf Dd2 inh
Cc1cccc(Nc2nc(-c3ccccc3)c3cc(C)ccc3n2)c1	?
CCOc1ccc(NC(=O)c2sc(-n3nc(C)c(Cc4ccc(Cl)cc4)c3C)nc2C)cc1	6%
NC(=O)Cn1c(=O)n(-c2ccc(F)c(Cl)c2)c(=O)c2sc3ccccc3c21	-11%
CCn1cc(C(=O)N2CCN(c3cccc(Cl)c3)CC2)c(=O)c2cc(S(=O)(=O)N3CCOCC3)ccc21	i
O=C(NC1CC1)c1ccc2nnc(-c3ccc(C(F)(F)F)cc3)n2c1	4%
COc1cc(C)ccc1OCCn1c(-c2ccc(Cl)cc2)nc2ccccc2c1=O	4%
CCCN1CCCc2cc(CN(CCCN3CCOCC3)C(=O)Nc3ccc(Cl)c(Cl)c3)ccc21	?
O=C(c1ccc2ccccc2n1)N1CCC(n2c(=O)[nH]c3ccccc32)CC1	-21%
CCc1ccc(CNC(=O)c2cnc3sc(N4CCCCCC4)nn3c2=O)cc1	i
O=C(NCC1CCCO1)c1csc(N2CCN(c3ccccc3F)CC2)n1 (stereo not drawn)	i
Cn1nc(C2CCN(C(=O)c3ccoc3)CC2)c2c1CCOC2	i[5.79 µM]
O=C(c1ccco1)N1Cc2[nH]cnc2C[C@H]1c1nc(-c2ccc(F)cc2)no1	?
O=C(CSc1cn(CCNC(=O)c2ccccc2F)c2ccccc12)Nc1ccc(F)cc1	?
O=C(c1ccc(Cl)cc1)N1CCC2(C1)C(=O)N(Cc1ccccc1)c1ccccc12 (stereo not drawn)	-22%
O=C(Nc1cccc(-c2ccc(F)cc2)c1)C1CCCN1C(=O)c1ccncc1 (stereo not drawn)	-9%
COc1ccc(CC(=O)Nc2ccc(N3CCC(NC(C)Cc4cccnc4)CC3)cc2)cc1 (stereo not drawn)	-30%
CCCNC(=O)N(C1CCOCC1)C1CCN(S(=O)(=O)c2cccnc2)CC1	-13%
Cc1ccc(N2C(=O)[C@@H]3CSC(c4ccc(F)cc4)N3C2=O)cc1 (stereo partly drawn)	-12%
Cc1ccc(CNC(=O)CSc2c(C)cnc3c2c(=O)n(C)c(=O)n3C)cc1	10%
CCOc1ccccc1NC(=O)CSc1nnc(CC)c(CC)n1	8%
N#Cc1ccc(NC(=S)N[C@H]2CO[C@H]3[C@@H]2OC[C@H]3OC(=O)Nc2ccccc2)cc1	?
COCCNc1ncnc2c1CN(c1ccc(OC)cc1)C(=O)CN2C	24%
Cc1ccc(Cl)cc1Nc1nc2ccccc2n2c(C)nnc12	?
COc1ccc(CNC(=O)CCCn2c(SCC(N)=O)nc3cc4c(cc3c2=O)OCO4)cc1	32%[activator]
Cc1cnc(C(=O)N2[C@@H]3CC[C@H]2CC(NC(=O)c2ccncc2)C3)cn1 (stereo partly drawn)	2%
CC(=O)N1CCOc2cc(S(=O)(=O)NCc3ccc(C)cc3)c(C)cc21	-5%
CCCn1ccc2sc(C)c(C(=O)NCCC3=CCCCC3)c2c1=O	i
CCc1nc(N2CCc3ccccc3C2)ncc1C(=O)O	14%
COCCn1ncc(N2CCCC(CC(=O)NCc3cccc(Cl)c3)C2)cc1=O (stereo not drawn)	-23%
O=[S+]([O-])(c1cccc(C(F)(F)F)c1)N1CCCC2(CC(Cc3ccccc3)=NO2)C1 (stereo not drawn)	-5%
CNC(=O)[C@@H]1CN(C(=O)c2cc(C)n(CCOC)c2C)C[C@H]1COC	8%
Cc1c(C(=O)OCC2CCCCC2)[nH]c2c1C(=O)CC(c1ccc(F)cc1)C2 (stereo not drawn)	-13%
CNC(=O)c1cc(S(=O)(=O)N2CCc3c(nc[nH]c3=O)C2)cs1	-3%
COC(=O)[C@@H]1Cc2ncn(Cc3ccc(Cl)cc3)c2CN1S(=O)(=O)c1ccc(C#N)cc1	?

Molecules above with a CF3 group, in the order listed:
SMILES	Pf Dd2 inh
COc1ccc(-c2cc(C(F)(F)F)nc(S(=O)(=O)CCCC(=O)Nc3ccccc3C(F)(F)F)n2)cc1OC	?
COc1ncccc1CNC[C@H]1COCc2nc3cc(C(F)(F)F)ccc3n21	i
Cn1c(=O)c2nc(SCC(=O)Nc3ccc(OC(F)(F)F)cc3)n(C)c2n(C)c1=O	i
O=C(NC1CC1)c1ccc2nnc(-c3ccc(C(F)(F)F)cc3)n2c1	4%
O=[S+]([O-])(c1cccc(C(F)(F)F)c1)N1CCCC2(CC(Cc3ccccc3)=NO2)C1 (stereo not drawn)	-5%

An excerpt; the hit share may differ from the screen's.
